Source: PubChem BioAssay (several laboratories)
HePTP inh: blocks human HePTP tyrosine phosphatase | P35236 | recombinant HePTP phosphatase activity, OD absorbance | inhibition, % at 20 µM | 0.64% of 110,000 active; in the data active = inhibition above about 50%;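 also: plate controls were vehicle for no effect and reference inhibitor for full effect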
Target sequence (P35236 whole entry, looked up): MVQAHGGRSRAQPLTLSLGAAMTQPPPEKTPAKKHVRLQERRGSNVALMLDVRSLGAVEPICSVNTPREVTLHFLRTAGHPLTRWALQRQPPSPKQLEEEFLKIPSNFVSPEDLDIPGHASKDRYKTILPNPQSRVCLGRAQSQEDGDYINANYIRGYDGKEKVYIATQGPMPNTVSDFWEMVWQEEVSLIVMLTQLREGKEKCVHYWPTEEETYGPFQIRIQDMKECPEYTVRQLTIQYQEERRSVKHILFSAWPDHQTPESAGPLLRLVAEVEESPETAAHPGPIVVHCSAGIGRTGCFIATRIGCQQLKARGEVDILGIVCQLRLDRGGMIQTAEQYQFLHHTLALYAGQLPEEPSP
BAP1 block: inhibitors of human BAP1 deubiquitinase | recombinant BAP1, Ub-AMC hydrolysis fluorescence kinetic; stronger effect = lower value | activity remaining (% of control), % at 20 µM | 0.48% of 72,000 active | AID 436;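 active = activity remaining at or below 50% of control, provided the compound also passes the data quality filters; inactive = the rest, including low values that fail the filters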;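 also: 100% = DMSO wells rate and 0% = substrate alone blank rate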
* hit, by the source's call; . = no result given; & = joins results of further samples.

SMILES	HePTP inh	BAP1 block
O=C(Nc1cccc(F)c1)c1cc(S(=O)(=O)N2CCCCC2)ccc1Cl	9	.
O=C(C1CCN(C2CC(=O)N(c3ccc(Cl)cc3)C2=O)CC1)N1CCOCC1 (stereo not drawn)	6	88
CCOc1ccc(N=C2NC(=O)C(CC(=O)O)S2)cc1 (stereo not drawn)	-11	92
CCn1c(C(C)NC(=O)c2cccc(C)c2)nc2ccccc21 (stereo not drawn)	10	90
NC1=NC(=O)/C(=C/c2cccc(OS(=O)(=O)c3ccc([N+](=O)[O-])cc3)c2)S1	-2	.
Cc1ccc2nc(N3CCCCC3)nc(-c3ccccc3)c2c1	-13	.
CN(Cc1ccco1)C(=O)c1ccc(N2CCCC2=O)cc1	2	99
OCc1ccnc2c(O)cccc12	-3	94
Cc1ccc(C)c(NC(=O)CCC2CCCCC2)c1	4	.
CSc1ccc(CN2CCN(C(=O)c3ccccc3F)CC2)cc1	6	.
Cc1cc(N2CCC3(CC2)OCCO3)n2nc(C)c(-c3ccc(Cl)cc3)c2n1	7	96
CS(=O)(=O)N(Cc1ccc(C(=O)Nc2ccc(Cl)c(C(F)(F)F)c2)cc1)c1ccccc1	11	.
O=C(/C=C/c1ccccc1[N+](=O)[O-])c1ccccc1	-3	.
O=C1NC2c3ccccc3C(=O)N2c2c1cnn2-c1ccccc1 (stereo not drawn)	3	144
COCc1cc(C)nc(SCC(=O)Nc2ccc(C)c(C)c2)c1C#N	7	90
CCCSC1=C(C#N)C(c2cc(OC)ccc2OC)CC(=O)N1 (stereo not drawn)	14	94
CC(C)Cc1n[nH]c(=O)[nH]1	2	109
O=c1cc(-c2ccccc2)nc2nc(-c3ccccc3)[nH]n12	38	106
CCn1c(CNc2ccc(F)cc2)nnc1SCC(=O)Nc1ccc(OC)cc1OC	11	108
COc1ccc(CN2CCN(C(=O)c3ccccc3OC)CC2)cc1OCc1ccccc1	-10	.
Cc1cccc(OCC(=O)Nc2ccc(N3CCN(S(C)(=O)=O)CC3)cc2)c1C	7	40*
COc1ccc(/C(C)=N/NC(=O)c2ccncc2)cc1[N+](=O)[O-]	0	.
O=C(CSc1nnc(CCCO)n1-c1ccccc1)Nc1nccs1	-2	73
O=C(CNC(=O)C1CCCCC1)NC1=NCCS1	7	95
COc1ccccc1Cn1c(=O)c2ccccc2n2c(SCc3csc(C)n3)nnc12	12	111
(next part)
SMILES	HePTP inh	BAP1 block
O=C(Nc1cc(-c2ccc(F)cc2)[nH]n1)c1ccccc1[N+](=O)[O-]	7	.
C=CCn1c(SCC(=O)c2ccc(OC)cc2)nc2sc3c(c2c1=O)CCCC3	-10	.
CCC(=O)Nc1ccc(-c2nc(-c3ccccc3)n(CC(=O)N3CCCCC3)n2)cc1	4	96
CCCCn1c(SCC(=O)Nc2cccc(OC)c2)nc2ccc(N3CCOCC3)cc2c1=O	5	62
Cc1cc(-c2nnco2)c(C)n1-c1ccccc1	6	102
COc1ccc(/C=c2\sc3nnc(-c4ccc(C)cc4)n3c2=O)c(OC)c1	-3	.
Cc1cc2cc(CNC(=O)c3ccc4c(c3)OCO4)ccc2n1C	.	128
Cn1cc(-c2nc3ccccc3[nH]2)c2ccccc21	12&4	108
O=C(CCCSc1nc(-c2ccco2)cc(C(F)(F)F)n1)NCc1cccs1	5	77
COc1ccc(CCNC(=O)c2ccc(C(C)(C)C)cc2)cc1OC	-12	.
COc1ccccc1NC(=O)Nc1ccc(Br)cn1	-1	.
CCC(CC)C(=O)Nc1nnc(SCC(=O)N2CCN(c3ccccc3OC)CC2)s1	5	93
CCNc1nc(Oc2ccc(=O)n(C)n2)nc(N2CCOCC2)n1	13	86
C=CCN1CC(O)=C(c2ccccc2)C1=N	-5	112
Cc1noc(COc2ccc(OCc3nc(C)no3)cc2)n1	-5	.
O=C(O)c1cc(-c2cccs2)nc2cc3c(cc12)OCCO3	8	.
CCN(CC(=O)Nc1ccc2c(c1)OCCO2)c1nc(-c2cccnc2)nc2ccccc12	6	89
CCOC(=O)CSC(CC)C(=O)Nc1nnc(CC)s1 (stereo not drawn)	-7	92
N=c1oc2ccc3ccccc3c2cc1C(=O)Nc1cccc(C(F)(F)F)c1	.	91
Cc1ccc(-n2ncc3c(NCc4ccco4)ncnc32)c(C)c1	11	85
C=CCn1nc(C)c(Cc2c(C)nn(CC=C)c2C)c1C	3	.
CCCOc1ccc(S(=O)(=O)n2cc(Br)c(=O)[nH]c2=O)cc1	10	100
Cc1ccc2nc(-c3ccc(NC(=S)NC(=O)c4ccco4)cc3)sc2c1	0	.
CCCOc1cccc(C(=O)Nc2ccc(OC(F)(F)F)cc2)c1	-12	.
CCOC(=O)N1CCN(S(=O)(=O)c2ccc(OCC(=O)OC)c(C)c2)CC1	1	144
Later entries:
SMILES	HePTP inh	BAP1 block
CCOc1cc(/C=C2\Sc3ccccc3C2=O)ccc1OC	7	.
OCCN1CCN(C(c2cccs2)c2ccc3cccnc3c2O)CC1 (stereo not drawn)	8	109
CCN(CC)CCCNC(=O)c1cn(C)c2ccc(S(=O)(=O)N(C)C)cc2c1=O	8	101
CCOC(=O)N1CCC2(CC1)C(C#N)=C(N)Oc1c2c(C)nn1-c1cccc(Cl)c1	-4	.
O=C(O)CCC(NS(=O)(=O)c1ccc(-c2ccccc2)cc1)C(=O)O (stereo not drawn)	-4	.
COc1ccc(NC(=O)CSc2nc(C)cc(C)n2)cc1	9	.
O=C(CN(c1cccc([N+](=O)[O-])c1)S(=O)(=O)c1ccccc1)N[C@@H]1CCCC[C@H]1O	-1	.
CCOc1ccc(-n2nc3ccc(NC(=S)NC(=O)c4ccco4)cc3n2)cc1	8	.
O=[N+]([O-])c1ccc2nc(SCCc3ccccc3)sc2c1	9	.
O=C(c1cc(F)c(F)cc1Cl)N1CCN(c2ccc(Cl)cc2[N+](=O)[O-])CC1	1	.
CCOC(=O)C(CC)n1cnc2c(nnn2-c2ccc(C)cc2)c1=O (stereo not drawn)	-12	100
Cc1cc([N+](=O)[O-])ccc1NC(=O)C(C)Oc1ccccc1 (stereo not drawn)	6	.
CCOC(=O)N1CCN(CC(=O)Nc2ccc(OC)cc2)CC1	4	114
Cc1nc2ccccc2nc1N1CCC(C)CC1	-2	89
Cc1cccc(-n2c(CCCN3C(=O)c4ccccc4C3=O)nc3ccccc3c2=O)n1	7	98
O=C(O)c1nn2c(C(F)(F)F)cc(-c3cccs3)nc2c1Cl	-12	.
Cc1ccc(NC(=O)c2oc3ccc(S(=O)(=O)N4CCOCC4)cc3c2C)cc1C	5	.
CCOC(=O)CSC(CC)C(=O)Nc1nnc(C(C)C)s1 (stereo not drawn)	12	98
CCN(Cc1ccccc1)C(=O)CSc1nc(C)cc2c1C(=O)OC2	2	101
Cc1ccc(S(=O)(=O)N2CCCC2C(=O)Nc2nc3c(s2)CCCC3)cc1 (stereo not drawn)	9	84
CCOc1ccc(OCC)c(NC(=O)CSc2nc3c(c(=O)n(C)c(=O)n3C)n2C(C)C)c1	2	91
O=C(Nc1cccc(OC(=O)c2ccco2)c1)c1ccco1	7	94
CC(=O)Nc1cc2c(cc1C(=O)c1ccccc1)OCCO2	8	93
CCCSc1nnc(NC(=O)Nc2ccc(F)cc2)s1	3	.
NC(=O)c1c(NC(=O)c2cccs2)sc2c1CCCC2	4	.
The results go on.
SMILES	HePTP inh	BAP1 block
O=S(=O)(c1ccc(Cl)cc1)n1cccc1	0	.
CCN(CC)C(=O)C1CCCN(Cc2cccc(F)c2)C1 (stereo not drawn)	10	94
COc1ccc(S(=O)(=O)CCc2nnc(NC(C)=O)s2)cc1	.	100
Br/C(=C\c1ccccc1)C1Nc2cccc3cccc(c23)N1	-4	.
Cc1ccc(OCCOc2cccc(C=O)c2)cc1C	6	.
Cn1cc(CNC(=O)C2c3ccccc3Oc3ccccc32)cn1	13	98
CCSc1nnc(NC(=O)NC(CC)(C(F)(F)F)C(F)(F)F)s1	8	87
Cc1cc(=O)oc2c1c(C)nn2-c1ccc(Br)cc1	-3	.
O=C(Nc1ccc(Cl)c(Cl)c1)Nc1nnc(COc2ccccc2Cl)s1	-3	.
COc1ccc(CN2CCN(c3cc(C)nc4c5c(C)cc(C)nc5nn34)CC2)cc1F	-1	.
Cc1cccc(-n2c(O)c(C=Nc3ccc4c(c3)OCO4)c3ccccc3c2=O)n1	8	.
COc1cc(C=C2C(=O)NC(=O)NC2=O)cc(Br)c1OCc1c(C)no[n+]1[O-]	9	.
CCc1cccc(NC(=O)c2snc3c(=O)[nH]cnc23)c1	8	62
O=C(NC1CCCCC1)c1ccc(CNc2ccccc2)o1	5	114
O=S(=O)(N1CCOCC1)n1nnc2ccccc21	9	77
O=C(c1cc([N+](=O)[O-])ccc1F)n1nnc2ccccc21	6	.
CCOc1ccccc1NC(=O)CC1Nc2cc(C)c(C)cc2NC1=O (stereo not drawn)	-1	64
COc1cccc(NC(=O)CNC(=O)c2ccccc2)c1	4	107
O=[N+]([O-])c1ccc(CSc2nnc(-c3ccco3)o2)cc1	1	.
Clc1cc2c(cc1CSc1nc3ncccc3[nH]1)OCO2	4	.
NC1=NC(=O)/C(=C/c2cccc(Oc3ccccc3)c2)S1	7	.
O=c1c2ccccc2nc(-c2cccs2)n1-c1cccc2ccccc12	.	110
CC(=O)c1cccc(NC(=O)c2ccc(N(C)S(C)(=O)=O)cc2)c1	4	78
Cc1cccc(NC(=O)c2ccccc2C(=O)O)n1	.	92
Cc1ccccc1-n1c(SCc2cc(=O)n3ccccc3n2)nc2[nH]ncc2c1=O	3	.
CC(C)(C)c1ccc(C(=O)NNC(=O)c2ccc([N+](=O)[O-])cc2Cl)cc1	-22	.
COC(=O)CN1C(=O)CC(C)(C)S(=O)c2ccccc21 (stereo not drawn)	7	102
COc1cccc(NC(=O)Cc2nnc(SCCOc3ccccc3)n2C)c1	6	124
COc1ccc(CN2CCN(C(=O)c3cccc(Cl)c3)CC2)cc1Br	15	.

Ordered by molar mass (largest number first): some entries from above.
SMILES	HePTP inh	BAP1 block
COc1cc(C=C2C(=O)NC(=O)NC2=O)cc(Br)c1OCc1c(C)no[n+]1[O-]	9	.
COc1ccc(CN2CCN(c3cc(C)nc4c5c(C)cc(C)nc5nn34)CC2)cc1F	-1	.
O=C(Nc1ccc(Cl)c(Cl)c1)Nc1nnc(COc2ccccc2Cl)s1	-3	.
COc1ccc(CN2CCN(C(=O)c3cccc(Cl)c3)CC2)cc1Br	15	.
Cc1ccccc1-n1c(SCc2cc(=O)n3ccccc3n2)nc2[nH]ncc2c1=O	3	.
Cc1cccc(-n2c(O)c(C=Nc3ccc4c(c3)OCO4)c3ccccc3c2=O)n1	8	.
COc1cccc(NC(=O)Cc2nnc(SCCOc3ccccc3)n2C)c1	6	124
CCSc1nnc(NC(=O)NC(CC)(C(F)(F)F)C(F)(F)F)s1	8	87
CC(C)(C)c1ccc(C(=O)NNC(=O)c2ccc([N+](=O)[O-])cc2Cl)cc1	-22	.
O=c1c2ccccc2nc(-c2cccs2)n1-c1cccc2ccccc12	.	110
CCOc1ccccc1NC(=O)CC1Nc2cc(C)c(C)cc2NC1=O (stereo not drawn)	-1	64
Br/C(=C\c1ccccc1)C1Nc2cccc3cccc(c23)N1	-4	.
CC(=O)c1cccc(NC(=O)c2ccc(N(C)S(C)(=O)=O)cc2)c1	4	78
COc1ccc(S(=O)(=O)CCc2nnc(NC(C)=O)s2)cc1	.	100
Clc1cc2c(cc1CSc1nc3ncccc3[nH]1)OCO2	4	.
Cc1cc(=O)oc2c1c(C)nn2-c1ccc(Br)cc1	-3	.
O=[N+]([O-])c1ccc(CSc2nnc(-c3ccco3)o2)cc1	1	.
O=C(NC1CCCCC1)c1ccc(CNc2ccccc2)o1	5	114
NC1=NC(=O)/C(=C/c2cccc(Oc3ccccc3)c2)S1	7	.
CCN(CC)C(=O)C1CCCN(Cc2cccc(F)c2)C1 (stereo not drawn)	10	94
O=C(c1cc([N+](=O)[O-])ccc1F)n1nnc2ccccc21	6	.
COc1cccc(NC(=O)CNC(=O)c2ccccc2)c1	4	107
Cc1ccc(OCCOc2cccc(C=O)c2)cc1C	6	.
O=S(=O)(N1CCOCC1)n1nnc2ccccc21	9	77
Cc1cccc(NC(=O)c2ccccc2C(=O)O)n1	.	92
O=S(=O)(c1ccc(Cl)cc1)n1cccc1	0	.

Quoted from the listing.
NC1=NC(=O)/C(=C/c2cccc(Oc3ccccc3)c2)S1 – HePTP inh: 7
COc1cccc(NC(=O)Cc2nnc(SCCOc3ccccc3)n2C)c1 – BAP1 block: 124

Reprinted at random: 2 entries already listed.
SMILES	HePTP inh	BAP1 block
Cc1ccc(S(=O)(=O)N2CCCC2C(=O)Nc2nc3c(s2)CCCC3)cc1 (stereo not drawn)	9	84
Cc1ccccc1-n1c(SCc2cc(=O)n3ccccc3n2)nc2[nH]ncc2c1=O	3	.
